ERp5 block – inhibitors of human ERp5 | Q15084 | ERp5 insulin aggregation, absorbance 650 nm, 90 min | inhibition, % at 9.99 µM | 0.05% of 350,000 active | AID 651711;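 active means mean replicate inhibition above about 25%, with every replicate also reaching it, limit read from the data, passing the limit was not always enough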
Target sequence (Q15084 whole entry, looked up): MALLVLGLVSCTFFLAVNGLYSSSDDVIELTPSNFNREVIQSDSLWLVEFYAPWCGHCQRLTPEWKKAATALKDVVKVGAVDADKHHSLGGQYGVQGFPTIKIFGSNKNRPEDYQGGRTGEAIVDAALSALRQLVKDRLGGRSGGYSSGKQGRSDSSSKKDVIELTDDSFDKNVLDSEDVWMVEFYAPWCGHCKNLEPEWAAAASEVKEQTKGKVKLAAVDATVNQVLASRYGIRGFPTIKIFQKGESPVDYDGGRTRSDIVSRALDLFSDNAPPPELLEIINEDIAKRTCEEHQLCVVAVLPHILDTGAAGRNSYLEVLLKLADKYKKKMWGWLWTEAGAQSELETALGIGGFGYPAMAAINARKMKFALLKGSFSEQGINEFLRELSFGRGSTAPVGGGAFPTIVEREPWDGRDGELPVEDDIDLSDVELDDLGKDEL
SIRT5 inh – inhibitors of human sirtuin-5 desuccinylase. Q9NXA8. Purified SirT5, succinyl-peptide AMC, trypsin-coupled fluorescence. inhibition, % at 15 µM. 1.1% of 330,000 active. AID 652115; in the data active means inhibition above about 15%
Target sequence (Q9NXA8 whole entry, looked up): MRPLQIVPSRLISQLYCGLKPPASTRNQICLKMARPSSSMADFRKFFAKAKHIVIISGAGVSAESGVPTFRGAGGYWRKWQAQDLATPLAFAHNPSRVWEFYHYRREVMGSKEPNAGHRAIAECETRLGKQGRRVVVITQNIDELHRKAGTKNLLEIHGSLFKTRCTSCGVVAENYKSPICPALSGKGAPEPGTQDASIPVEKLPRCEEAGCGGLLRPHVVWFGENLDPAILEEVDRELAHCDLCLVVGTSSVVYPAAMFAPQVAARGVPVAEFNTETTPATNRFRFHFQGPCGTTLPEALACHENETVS
esBAF inh – SWI/SNF esBAF complex inhibition; mouse ES cells, Bmi1-luciferase knock-in reporter, 24 h; 100% = twice the neutral-well signal; reporter increase, % at 12.5 µM; 2% of 350,000 active; AID 602393; in the data active means activation above about 40%;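 further: 0% = median of the plate's neutral control wells and 100% = double that signal; a rise in the Bmi1 reporter signal indicates esBAF inhibition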
ARNT-TACC3 inh – ARNT/TACC3 interaction disruption; Q9Y6A5; AlphaScreen His-ARNT PAS-B/GST-TACC3 binding, luminescence; TACC3 fragment carries E629A point mutation; inhibition, % at 9.99 µM; 0.66% of 390,000 active; AID 623870;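 active means mean inhibition of replicates at least 50% and at least half of replicates each reaching 50%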;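 further: 0% = complete ARNT plus TACC3 wells and 100% = ARNT alone without TACC3; many hits fall short of the cut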
C2C12 statin – suppressors of simvastatin-induced myotoxicity in C2C12 myotubes; ATP luminescence, 48 h; scaled: DMSO 0, geranylgeraniol control 100; rescue of ATP level, % at 7.49 µM; 0.78% of 330,000 active; AID 602340;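 active means mean ATP rescue above about 67%, or every replicate alone reaching that limit, limit read from the data, passing the limit was not always enough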;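 further: myotubes were challenged with 10 µM simvastatin during compound exposure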
Cneo AK release – Cryptococcus neoformans lysis via adenylate kinase release | C. neoformans lysis, adenylate kinase release luminescence, 4 h; normalised: neutral wells 0, clomiphene wells 100 | lysis activity, % at 15 µM | 0.2% of 360,000 active | AID 651654;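 active means mean lysis activity across replicates of at least 80%, whatever share of replicates individually reach that level; inactive means mean lysis activity below 80%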
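Material – Cryptococcus neoformans yeast cells · Quantity – 5 × 10^6 yeast cells/mL · Buffer or medium – YPD medium · Compound – single dose · Timing – 4 h static compound exposure, 37 °C, read 1 h post-reagent · Signal – adenylate kinase release luminescence · Read-out basis – lysis from increased AK signal · Benchmarks – Clomiphene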
miR-122 sensor – miR-122 inhibition in Huh7 cells | activation (reporter increase), % at 12.5 µM | AID 602342 | 0.3% of 340,000 active | Huh7 miR-122 Renilla luciferase sensor, 48 h; neutral wells = 0, positive control = 100;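 active means mean replicate activation score at least 90 and every replicate individually at or above 90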;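 further: higher luciferase means less miR-122 activity so hits act as miR-122 inhibitors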
Active calls of the source: *; x = not tested or not shown; & = joins results of further samples; [ ] = remark or other dose.

SMILES | ERp5 block | SIRT5 inh | esBAF inh | ARNT-TACC3 inh | C2C12 statin | Cneo AK release | miR-122 sensor
COc1c(O)c(O)c2oc(-c3ccccc3)cc(=O)c2c1OC | 2 | 1 | -9 | -4 | 20 | 0 | 2
Cc1ccc2c(c1C)OC(=O)CC2(C)C | x | x | x | 32 | x | 1 | 5
CCC(CC)C(=O)N1N=C(c2ccc(NS(C)(=O)=O)cc2)CC1c1ccccc1 (stereo unspecified) | 2 | -17 | x | 4 | x | x | x
CCCN(CCC)C1=CC(=[N+]2CCCC2)CC(C)(C)C1 | -5 | 0 | x | -1 | x | x | x
COc1ccc(C#Cc2ccc3c(c2)[C@]2(C(=O)N3)[C@H](c3ccc(O)cc3)N3[C@H](c4ccccc4)[C@H](c4ccccc4)OC(=O)[C@H]3[C@@H]2C(=O)NC[C@H](O)c2ccccc2)cc1 | -11 | 5 | x | 15 | x | 0 | x
CO[C@@H]1CN(C)C(=O)c2ccc(NC(C)=O)cc2OC[C@H](C)N(C(=O)c2ccc(F)cc2)C[C@H]1C | -1 | 0 | -9 | 5 | -5 | -2 | 1[16.7 µM]
Clc1ccc(-c2csc(N3CCN(c4ccccc4)CC3)n2)cc1 | x | x | -1 | -1 | -14 | -4 | 4
Cc1ccc2cc3c(NC(=O)C4CCCO4)nn(CC(C)C)c3nc2c1 (stereo unspecified) | x | x | x | -15 | x | -2 | -1
COc1ccc(C(=O)Nc2ccc3c(c2)C(=O)N(C)[C@H]2CC[C@H](CC(=O)NCC4CC4)O[C@H]2CO3)cc1 | 0 | -5 | 0 | -2 | 29 | 0 | x
O=C(C[C@@H]1C=C[C@H](NC(=O)c2ccc3c(c2)OCO3)[C@@H](CO)O1)NCc1ccc(Oc2ccccc2)cc1 | 3 | 2 | 8 | -9 | 5 | -1 | x
Cc1sc(NC(=O)CSc2nc(N)n(CC(=O)c3ccccc3)n2)c(C#N)c1C | -4 | 5 | 8 | -3 | 8 | -1 | 5
CCOC(=O)/C=C/C(=O)Nc1ccc(S(=O)(=O)Nc2cc(OC)nc(OC)n2)cc1 | 0 | 2 | 0 | x | 2 | 0 | 3
O=C(C1CCOCC1)N1C[C@@H]2[C@H](c3ccccc31)[C@H](CO)N2C(=O)Cc1ccccn1 | 6 | -1 | 5 | 5 | -10 | -3 | 3[16.7 µM]
Cc1cc(C)n2cc(CSc3nnc(-c4ccccc4)o3)nc2n1 | x | x | 4 | 16 | 8 | 1 | x
CC(C)NC(=O)N(C)C[C@H]1OCCCC[C@@H](C)Oc2ccc(NC(=O)NC3CCCCC3)cc2C(=O)N([C@H](C)CO)C[C@@H]1C | 4 | 5 | 3 | -6 | -15 | 0 | -2[16.7 µM]
Cc1c(O)ccc2c(CN3CCN(Cc4ccccc4)CC3)cc(=O)oc12 | 1 | -8 | 5 | 4 | 11 | -3 | -3
Cc1nn(-c2ccc(F)cc2)c(C)c1NS(=O)(=O)c1ccc2ccccc2c1 | 3 | x | -2 | -2 | -4 | 6 | 21
CN(C)C(=O)C[C@H]1CC[C@@H]2[C@H](COc3ccc(NC(=O)c4cnccn4)cc3C(=O)N2C)O1 | -4 | 0 | -1 | -23 | 1 | 35 | -2[16.7 µM]
Cc1nnc(SCc2nnc(-c3ccccc3Br)o2)n1-c1ccccc1 | x | x | 6 | -7 | 4 | 0 | 0
O=C(CN1CCOCC1)NCC[C@H]1CC[C@H](NS(=O)(=O)c2ccc(F)cc2)[C@H](CO)O1 | 0 | -1 | 2 | -1 | -1 | 68 | 21[16.7 µM]
Cc1ccccc1Cn1cnc2c(oc3ccccc32)c1=O | -2 | -2 | 13 | 0 | 6 | 1 | -1
O=C(C1CCOCC1)N1CC[C@@H]2[C@H](CO)Nc3ccc(-c4ccc(F)cc4)cc3[C@@H]21 | 4 | 2 | -4 | 0 | -23 | -14 | -11[16.7 µM]
CNC(=O)N(O)C1N(NC(=O)Nc2ccccc2)C(=S)SC1(C)C (stereo unspecified) | -3 | 0 | -1 | 20 | -2 | 3 | -5
CCN(CC1CCCN(CCc2cccc(OC)c2)C1)C(=O)C=C(C)C (stereo unspecified) | 2 | -2 | -1 | 1 | -3 | -1 | 1
CN(C)S(=O)(=O)Nc1cccc(-c2cn3c(n2)SCC3)c1 | -6 | 1 | 0 | 1 | -20 | -1 | -7
N#Cc1cc2c(nc1Cl)CCCC2 | x | x | 8 | -4 | -8 | 3 | -3
CCc1ccc2c(c1)cc(CN(C(=S)Nc1cccc(C)c1)C1CC1)c1nnnn12 | -2 | -2 | 11 | 5 | -82 | 0 | x
O=C(NCC1(c2ccccc2)CCCC1)c1cccc(Br)c1 | x | x | -15 | -3 | -123 | 7 | -3
COc1ccc(N2Cc3cccc(C(=O)NC(C)CCc4ccco4)c3C2=O)cc1 (stereo unspecified) | 0 | -3 | 22 | -5 | -6 | 0 | 13
Cc1cccnc1NC(=O)CCc1nnc2ccc(NCc3ccco3)nn12 | -2 | -4 | 0 | -10 | -9 | -3 | -11
C[C@H]1CN([C@@H](C)CO)C(=O)CCCn2cc(nn2)CO[C@H]1CN(C)Cc1ccc(Cl)c(Cl)c1 | 5 | -8 | 0 | 3 | 17 | 1 | 1[16.7 µM]
Cc1ccn2c(=O)nc(SCC(=O)N3CCC(Cc4ccccc4)CC3)nc2c1 | 1 | 2 | 2 | 0 | -30 | 2 | 0

An excerpt from above in order of SMILES length, largest number first.
SMILES | ERp5 block | SIRT5 inh | esBAF inh | ARNT-TACC3 inh | C2C12 statin | Cneo AK release | miR-122 sensor
CC(C)NC(=O)N(C)C[C@H]1OCCCC[C@@H](C)Oc2ccc(NC(=O)NC3CCCCC3)cc2C(=O)N([C@H](C)CO)C[C@@H]1C | 4 | 5 | 3 | -6 | -15 | 0 | -2[16.7 µM]
COc1ccc(C(=O)Nc2ccc3c(c2)C(=O)N(C)[C@H]2CC[C@H](CC(=O)NCC4CC4)O[C@H]2CO3)cc1 | 0 | -5 | 0 | -2 | 29 | 0 | x
CN(C)C(=O)C[C@H]1CC[C@@H]2[C@H](COc3ccc(NC(=O)c4cnccn4)cc3C(=O)N2C)O1 | -4 | 0 | -1 | -23 | 1 | 35 | -2[16.7 µM]
CCC(CC)C(=O)N1N=C(c2ccc(NS(C)(=O)=O)cc2)CC1c1ccccc1 (stereo unspecified) | 2 | -17 | x | 4 | x | x | x
COc1ccc(N2Cc3cccc(C(=O)NC(C)CCc4ccco4)c3C2=O)cc1 (stereo unspecified) | 0 | -3 | 22 | -5 | -6 | 0 | 13
Cc1c(O)ccc2c(CN3CCN(Cc4ccccc4)CC3)cc(=O)oc12 | 1 | -8 | 5 | 4 | 11 | -3 | -3

Carrying on.
Values run as follows: ERp5 block, SIRT5 inh, esBAF inh, ARNT-TACC3 inh, C2C12 statin, Cneo AK release, miR-122 sensor
> O=C(C[C@@H]1CC[C@H]2[C@@H](COC[C@H](O)CN2S(=O)(=O)c2ccccc2)O1)NCc1ccc(-c2ccccc2)cc1
  -1, -2, 1, 19, 1, 2, -1[16.7 µM]
> Cc1cc(SCC(=O)Nc2ccccc2C)nc(C)n1
  x, x, -5, x, -4, 0, -4
> CN1[C@@H]2Cn3c(ccc(-c4cccc(F)c4)c3=O)[C@H]1[C@@H](C(=O)Nc1nccs1)[C@@H]2CO
  0, 1, -1, 3, -4, -3, x
> COc1ccc(NC2CCCN(C(=O)c3cccs3)C2)cc1 (stereo unspecified)
  -4, -7, 11, 3, 22, -1, -11
> O=C(CSc1nnnn1-c1ccc(Cl)cc1)N1CCNC1=O
  -2, x, 6, 3, -13, -1, x
> C/C=C/c1cnc2c(c1)C(=O)N([C@H](C)CO)C[C@@H](C)[C@@H](CN(C)C(=O)Cc1ccccc1)O2
  -5, 2, 1, -23, 2, 56, -3[16.7 µM]
> COc1ccc(NC(=O)Nc2ccc3c(c2)C(=O)N([C@@H](C)CO)C[C@H](C)[C@H](CN(C)C(=O)c2ccccc2)OCCCC[C@H](C)O3)cc1
  -3, 2, -4, -2, 37, 54, 3[16.7 µM]
> NNC(=O)c1[nH]c(-c2ccccc2)cc1-c1ccccc1
  2, -1, 2, 0, 18, -4, -2
> O=S(=O)(N1CCCCCC1)N1CCN(S(=O)(=O)N2CCCCC2)CC1
  5, 1, 1, -5, -19, 2, -6
> COc1cc(OC)c(OC)cc1/C=C/c1cc(C(=O)O)c2ccccc2n1
  5, -1, x, -1, x, x, x
> COCCSc1nnc(NC(=O)CS(=O)(=O)c2ccccc2)s1
  0, 1, -5, 0, 2, 0, -3
> O=C1CC(c2ccc3c(c2)OCO3)C2=C(CCCC2=O)N1 (stereo unspecified)
  x, x, 0, -3, 12, 2, -4
> COc1cc(C(=O)Oc2cccc(Nc3ncnc4ccccc34)c2)cc(OC)c1OC
  0, -4, x, 3, x, x, x
> O=C(CN1CCOCC1)Nc1ccccc1F
  1, -4, 0, 27, -22, -5, -6
> Cc1ccc(-c2csc(SCC(=O)c3c(N)n(C4CC4)c(=O)[nH]c3=O)n2)cc1
  -4, 0, 4, -4, -6, 3, x
> CCC(=O)c1ccc(OCC(=O)OCC(=O)c2c(N)n(C)c(=O)n(C)c2=O)cc1
  2, -3, -6, -3, 1, 7, -4
> O=C(Cc1cccs1)Nc1ccc(Cl)c(S(=O)(=O)N2CCOCC2)c1
  -5, -15, -7, 1, -3, 1, 12
> O=C(CSc1nnc(-c2ccc(Cl)cc2Cl)n1C1CCCCC1)N1CCCC1
  x, x, 2, -1, 4, 4, 2
> COc1cc(/C=C(\C#N)C(=O)c2c(C)[nH]c3ccccc23)cc(OC)c1OC
  -2, 3, x, -3, x, x, x
> C[C@H]1CN([C@@H](C)CO)C(=O)CCCn2nncc2CO[C@@H]1CN(C)Cc1ccccc1C(F)(F)F
  6&0, 0&5, -4&-2, -4, -4&7, 1&1, -5
> Cc1cc(N2CCCCC2)nc(-c2ccc(Br)cc2)n1
  7, -2, x, -12, x, x, x
> COc1cc(-c2nc(CN3CCCN(C(=O)c4ccco4)CC3)c(C)o2)ccc1F
  -12, -2, 16, -4, 7, -3, -6
> N#Cc1cc(Sc2ccccn2)c([N+](=O)[O-])cc1C#N
  -1, 1, 8, 6, 8, -1, -4
> C[C@@H]1CN([C@@H](C)CO)C(=O)Cc2cc(NC(=O)C3CC3)ccc2O[C@H]1CN(C)S(=O)(=O)c1ccccc1
  -3, 1, -3, -7, 6, -1, 4[16.7 µM]
> Cc1ccc(NC(=O)c2cccc3c2C(=O)N(C2CCCCC2)C3)c(Cl)c1
  x, x, -7, -4, 32, 20, -7
> CCOC(=O)c1c(NC(=O)COC(=O)c2cc(OC)c(OC)cc2[N+](=O)[O-])sc(C)c1C
  4, 0, x, -5, x, x, x
> CC(Sc1nnc(-c2ccccc2F)n1C1CC1)C(=O)N1CCCC1 (stereo unspecified)
  -8, 1, 9, -2, -4, 0, 2
> CC1=C(C(=O)N(C(C)C)C(C)C)CC(CC(=O)NCc2ccco2)C(=O)N1Cc1ccc(C(C)(C)C)cc1 (stereo unspecified)
  4, -8, -1, x, -5, 0, -4

High-throughput results (PubChem)
